# Assay outcomes: PubChem, several laboratories
# Neddyl block = inhibitors of human cullin neddylation; P61081+Q13564; TR-FRET cullin neddylation, biochemical; calls only at 25 µM; actives 0.58% (n = 360,000); in the data active = inhibition above about 36%
# Target sequence (P61081 whole entry, looked up): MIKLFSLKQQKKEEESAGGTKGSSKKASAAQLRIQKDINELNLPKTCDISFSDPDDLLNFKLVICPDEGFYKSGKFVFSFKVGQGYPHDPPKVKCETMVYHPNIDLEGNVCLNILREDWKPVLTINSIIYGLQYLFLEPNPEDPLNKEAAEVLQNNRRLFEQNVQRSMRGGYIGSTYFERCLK
# Target sequence (Q13564 whole entry, looked up): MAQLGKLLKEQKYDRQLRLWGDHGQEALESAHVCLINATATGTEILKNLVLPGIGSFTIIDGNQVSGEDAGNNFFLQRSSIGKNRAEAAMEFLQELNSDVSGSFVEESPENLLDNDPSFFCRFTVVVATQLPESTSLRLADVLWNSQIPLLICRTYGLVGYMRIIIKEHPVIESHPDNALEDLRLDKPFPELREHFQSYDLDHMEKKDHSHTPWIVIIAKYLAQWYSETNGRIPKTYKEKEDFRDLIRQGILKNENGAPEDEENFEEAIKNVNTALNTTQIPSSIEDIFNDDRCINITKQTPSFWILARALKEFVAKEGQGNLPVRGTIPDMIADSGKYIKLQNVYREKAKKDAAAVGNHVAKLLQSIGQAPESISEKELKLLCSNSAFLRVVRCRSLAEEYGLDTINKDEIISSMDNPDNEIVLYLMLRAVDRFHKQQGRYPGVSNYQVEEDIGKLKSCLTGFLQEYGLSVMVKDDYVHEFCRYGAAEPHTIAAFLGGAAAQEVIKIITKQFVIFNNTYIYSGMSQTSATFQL
# TbMetRS inhib = Trypanosoma brucei MetRS inhibition; AID 624268; actives 0.4% (n = 360,000); purified T. brucei MetRS, ATP depletion, Kinase-Glo luminescence; inhibition, % at 11.9 µM;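 active = inhibition above a per-plate cutoff of the control wells' mean inhibition plus 3 SD, cut at about 5.5% in these data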;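 also: 0% = DMSO wells median and 100% = median of wells with control inhibitor compound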
#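 Dosing: 11.9 µM compound single dose, 0.9% DMSO; Assay system: purified T. brucei MetRS enzyme; Measured by: Kinase-Glo luciferase luminescence reporting remaining unconsumed ATP; Schedule: 15 min plus 2 h at 25 °C.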
# STEP inh = blocks human striatal-enriched tyrosine phosphatase; recombinant STEP, OMFP fluorogenic substrate, fluorescence; AID 588621; actives 0.25% (n = 360,000); inhibition, % at 20 µM;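 active = inhibition at 20 µM, scaled per plate between control wells, above about 37%, limit read from the data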;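 also: 0% = DMSO with enzyme and substrate and 100% = substrate only without enzyme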
#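 Test system: STEP tyrosine phosphatase / Reagent: OMFP at 25 µM / Doses: 20 µM, 1% DMSO / Read-out: percent inhibition scaled to no-enzyme and uninhibited-enzyme controls, plate-pattern corrected / Detection: FITC-channel fluorescence of OMFP product / Medium: Bis-Tris buffer pH 6.0, 2.5 mM DTT, 0.005% Tween 20 / Schedule: 20 min at room temperature, dark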
# DNMT1 inh = DNMT1 (human) enzyme inhibition. P26358. DNMT1 molecular beacon, Hinp1I cleavage, fluorescence. inhibition (reported as % activation of signal), % at 10 µM. actives 0.83% (n = 360,000). AID 588458; in the data active = inhibition above about 50%
# NRP1-CendR mod = modulators of CendR peptide binding to human neuropilin-1; O14786; FAM-RPARPAR peptide binding to NRP-1, fluorescence polarization; inhibition, % at 25 µM; actives 0.85% (n = 360,000); AID 602438;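 active = inhibition or corrected inhibition above about 18%, plus a signal ratio from 0.5 to 1.5, limit read from the data, passing the limit was not always enough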; also: strong numbers were not always called active
# SUMO1-SIM PPI = modulators of human SUMO1-mediated protein-protein interactions; inhibition, % at 20 µM; actives 0.33% (n = 360,000); P63165; AID 602429; SUMO1 binding to a labelled peptide, TR-FRET, 1 h; in the data active = inhibition above about 37%
# Target sequence (P63165 whole entry, looked up): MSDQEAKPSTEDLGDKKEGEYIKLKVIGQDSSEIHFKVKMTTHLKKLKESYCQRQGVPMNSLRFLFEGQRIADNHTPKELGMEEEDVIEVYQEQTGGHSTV
# NadD inh = NadD (S. aureus) enzyme inhibition | purified NadD enzyme, colorimetric absorbance read-out | inhibition, % at 20 µM | actives 0.78% (n = 360,000); in the data active = inhibition above about 26%; also: some compounds past the cut are filed as inactive
# LMPTP block = blocks human LMPTP phosphatase. P24666. recombinant LMPTP-A, OMFP fluorogenic substrate, fluorescence intensity. inhibition, % at 20 µM. actives 0.22% (n = 360,000). AID 651560;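 active = compounds that cut the enzyme signal by at least half of the control window in the single-dose screen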;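 also: plate controls were DMSO wells with enzyme plus substrate for no effect and substrate without enzyme for full effect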
# Target sequence (P24666 whole entry, looked up): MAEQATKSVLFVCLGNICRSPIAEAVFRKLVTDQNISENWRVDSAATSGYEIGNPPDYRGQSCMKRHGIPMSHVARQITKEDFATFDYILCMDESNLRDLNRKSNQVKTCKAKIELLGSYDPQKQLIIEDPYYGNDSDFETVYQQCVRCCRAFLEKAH
#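 Test system: LMPTP-A phosphatase enzyme. Amount: LMPTP-A at 0.625 nM final in the reaction. Reagent: OMFP substrate, 400 µM final. Times: 50 min at room temperature. Signal: endpoint fluorescence intensity from OMFP dephosphorylation. Read-out basis: % inhibition. Benchmarks: no-enzyme and uninhibited controls.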
# SKN-1 block = inhibitors of C. elegans SKN-1 | actives 0.49% (n = 360,000) | inhibition, % at 21.8 µM | C. elegans VP596 Pgst-4::GFP/RFP ratio, acrylamide-induced, 24 h;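 active = interference check ratio from 0.5 to 1.5 plus GFP to RFP signal ratio inhibition reaching or exceeding a fixed threshold, cut at about 30% in these data, passing the limit was not always enough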; also: some compounds called inactive have numbers as strong as hits
# Scp-1 inhibitor = blocks human Scp-1 phosphatase activity | Q9GZU7 | Recombinant Scp1, phosphopeptide, malachite green phosphate absorbance | inhibition, % at 20 µM | actives 0.88% (n = 340,000) | AID 493091;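 active = inhibition above about 50% at 20 µM, limit read from the data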;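 also: plate controls were DMSO wells with enzyme for no effect and wells lacking enzyme for full effect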
#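 Times: enzyme reaction 45 min at room temperature, colour 5 min, stabilisation 30 min. Material: SCP-1 catalytic fragment, aa 76-261. Medium: Acidic Tris acetate buffer with magnesium and detergent. Signal: colorimetric free-phosphate detection, absorbance 630 nm. Read-out basis: % inhibition of SCP-1 phosphate liberation. Reagent: Phosphorylated 17-residue peptide substrate.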
# The depositor's hits bear a star; i = inactive; nt = no result given. Not a hit list; 4.6% or so of the library scored in one or more.
Neddyl block	TbMetRS inhib	STEP inh	DNMT1 inh	NRP1-CendR mod	SUMO1-SIM PPI	canonical_smiles	NadD inh	LMPTP block	SKN-1 block	Scp-1 inhibitor
i	-1.0	0	-2	-32	-4	O=C(CSc1nc2c(sc3ccccc32)c(=O)n1CCCN1CCOCC1)NC1CCCC1	1	0.0	-3	-8
i	-0.7	1	9	-10	0	COCC(=O)N1C[C@H]2CON(C)[C@H]2C[C@H]1c1cccc(-c2ccccc2)c1	1	-1.0	-1	nt
i	0.3	0	1	-1	2	CCC(C)NC(=O)CN(c1cc(Cl)cc(Cl)c1)S(C)(=O)=O (centres undefined)	-13	0.8	-4	-6
i	0.2	-1	-2	0	0	COC(=O)C1C/C(=N\NS(=O)(=O)c2ccc(C)cc2)c2sccc2C1 (centres undefined)	9	-1.4	9	-1
i	0.0	-2	1	8	-2	Cc1ccc(S(=O)(=O)N2CCN(C(=O)COC(=O)C3CC3C)CC2)c(C)c1 (centres undefined)	-9	-1.0	-15	-10
i	-0.3	3	-4	-2	-4	COc1cc(C#Cc2c(-c3ccccc3)n(C)c3ccccc23)cc(OC)c1	-5	2.0	-11	-11
i	-0.5	-1	14	-4	-2	O=C(Nc1ccccc1C(F)(F)F)Nc1cccc2ccccc12	-5	-1.2	6	-8
i	0.2	0	-9	5	9	NC(=O)c1cccc(-c2coc3c(C(=O)NCCc4ccccc4)cccc23)c1	-7	2.0	-3	nt
i	-0.1	-2	1	-7	12	COc1ccccc1/C=C/C(=O)Nc1ccc(S(=O)(=O)Nc2cc(C)on2)cc1	4	0.2	1	-4
i	-0.7	3	64*	-24	0	COc1ccc(NC(=O)c2cc(-c3ccco3)nc3ccccc23)cc1S(=O)(=O)N1CCOCC1	30*	21	7	85*
i	0.4	-2	5	4	-2	C=CC[C@H](CC(=O)NCCO)C(=O)N[C@@H](COC(=O)[C@H](CC=C)CC(=O)OC(C)(C)C)Cc1c[nH]c2ccccc12	-7	0.5	-13	-9
i	-0.1	1	4	14	-5	CN1CCN(c2ncnc3c2ncn3[C@H]2CN(C)C[C@@H](CO)O2)CC1	-3	-1.8	-3	nt
i	-0.6	2	11	2	2	CCOc1ccc(S(=O)(=O)N2CCNC(=O)C2)cc1	-7	-1.1	-8	6
i	0.3	0	-1	7	4	O=C(CSCSCC(=O)Nc1ccc2c(c1)OCO2)Nc1ccc2c(c1)OCO2	-2	-0.4	-1	0
i	-0.7	8	1	-4	-6	CC(=O)Nc1cccc(NC(=O)c2cc(C)on2)c1	-8	-1.0	5	-3
i	-1.0	-5	4	6	4	COc1cc2c(c(OC)c1OC)CC(=O)N(C)CC2	-1	-0.2	5	-3
i	-1.7	2	-9	10	-1	COc1ccc(-c2noc(CCC(=O)N3CCN(c4cccc(C(F)(F)F)c4)CC3)n2)cc1	4	4.7	10	-10
i	0.0	-2	-2	12	3	CSCCC(NC(=O)c1ccccc1Cl)C(=O)NCCOc1ccc(C)cc1 (centres undefined)	-5	-0.5	-5	nt
i	-1.8	0	3	-8	6	O=C(O)c1ccccc1Nc1cccc(C(F)(F)F)c1	-4	-0.4	3	-16
i	-0.3	-1	-11	-4	2	COc1ccc(Nc2nc3ccc(C)cc3cc2C#N)c(OC)c1	0	4.1	8	-5
i	-0.6	nt	nt	2	4	COC(=O)C[C@@H]1C=C[C@@H](NS(=O)(=O)c2cccc(OC)c2)[C@@H](CO)O1	nt	-0.9	11	nt
i	-0.5	0	-3	6	1	CC(C)C[C@H]1CN=C(Nc2ccccc2)N1CCc1cccc(F)c1	-4	-2.6	16	11
i	0.8	0	-3	-11	-7	CCOCCCN(C(=O)CCC(=O)Nc1cc(C)on1)C(C(=O)NC(C)(C)CC)c1cccc(OC)c1OC (centres undefined)	3	-1.4	16	-5
i	0.1	2	-4	14	2	CN1CCN(S(=O)(=O)c2ccc(N3CCN(c4ccccc4Cl)CC3)nc2)CC1	-9	0.8	9	-1
i	-0.1	-1	-1	-18	-16	O=C(O)c1ccccc1N=Cc1c(O)n(-c2nccs2)c(=O)c2ccccc12	7	-2.0	13	-7
i	-0.9	-7	-4	4	-2	CC(C)NC(=O)CSc1nnc(-c2ccncc2)n1-c1ccccc1	0	-1.1	11	0
i	-0.2	-1	1	13	0	COc1cccc(CNC(=O)C2CCN(c3cnccn3)CC2)c1	2	-2.1	2	3
i	1.4	8	-2	-11	4	Cc1ccc(C(=O)OCC(=O)c2c[nH]c3ccccc23)cc1S(=O)(=O)N1CCCCC1	7	5.1	14	8
i	-0.7	1	-6	-9	2	CCCNC(=O)c1ccc(COc2cccc3ccccc23)o1	-2	0.5	-4	-5
i	-0.3	0	0	13	-6	NC(=O)c1nsc(C(=O)N(Cc2ccccc2Cl)C(C(=O)NCC2CCCO2)c2ccc(O)cc2)c1N (centres undefined)	3	1.5	-8	-3
i	-0.4	3	3	-12	7	O=C(NCCCn1ccnc1)c1cccc(S(=O)(=O)Nc2ccc(Br)cc2)c1	6	1.2	9	17
i	-1.5	-2	0	9	-1	CCCn1c(N2CCN(C(=O)N3CCCCC3)CC2)nc2ccccc21	-5	-0.5	6	1
i	-0.9	1	13	-6	-2	COC(=O)c1c(C)[nH]c(C(=O)/C=C/c2ccccc2Cl)c1C	-3	-1.4	-3	-1
i	0.1	0	-13	3	-2	CC(Oc1ccc(F)cc1)C(=O)Nc1sc2c(c1C(=O)NCc1cccnc1)CCCC2 (centres undefined)	5	3.7	15	-2
i	-1.5	0	0	14	-4	FC(F)(F)C(Oc1nc(Nc2ccc(Cl)cc2)nc(N2CCOCC2)n1)C(F)(F)F	-1	1.8	8	-13
i	-1.4	-1	3	4	0	Cc1cc(C(=O)OC2CCOC2=O)c2ccccc2n1 (centres undefined)	2	-1.2	-12	0
i	0.9	-3	-8	1	-3	N#CC1=C(N)Oc2cc(N)ccc2C1c1ccc(Cl)cc1 (centres undefined)	-1	1.9	-2	-2
i	-0.8	2	-2	6	-1	CCCCCCN=CC1=C(O)C(C(=O)OC)C(C)(C)CC1=O (centres undefined)	-5	0.4	15	-6
i	-0.1	0	0	8	-3	Cc1ccc(S(=O)(=O)N(C)CC(=O)Nc2nnc(CC(C)C)s2)cc1	0	0.5	11	1
i	-0.5	1	6	27*	3	O=C(c1ccc(F)cc1)C(CN1CCOCC1)c1ccccc1 (centres undefined)	-6	-0.1	-7	5
i	-1.1	-1	0	-4	-30	Cn1c(N)c(C(=O)/C=C/c2ccccc2)c(=O)[nH]c1=O	-7	-0.6	10	-7
i	1.8	1	3	-5	4	CCC(=O)N(C)C[C@@H]1Oc2ncc(Br)cc2C(=O)N([C@H](C)CO)C[C@H]1C	0	-2.3	-6	nt
i	-0.8	0	-1	-3	-2	CCCc1cc(=O)[nH]c(SCCOC(=O)c2ccccc2)n1	-2	-1.0	-17	-3
i	0.1	11	8	4	22	Nc1c(C(=O)Nc2cccc(F)c2)nnn1-c1ccc2c(c1)OCCO2	-5	8.2	15	1
i	-0.3	-2	-1	4	-1	CCC(C)NC(=O)CCn1c(-c2ccccc2)cc(C(C)=O)c1C (centres undefined)	-3	-0.9	0	-2
i	-0.4	0	-9	14	6	C=CC[C@@H](CC(=O)N[C@H](CO)Cc1ccccc1)C(=O)N[C@H](COC(=O)[C@H](CC=C)CC(=O)OC(C)(C)C)Cc1c[nH]c2ccccc12	-14	1.0	11	33
i	0.4	-1	0	-3	4	COc1ccc(CCCc2nnc(SCC(=O)Nc3cccc(C)c3)o2)cc1	-2	0.8	0	-11
i	-0.4	62*	0	-1	-1	Cn1cc(P(=O)(N2CCOCC2)N2CCOCC2)cc1P(=S)(N1CCOCC1)N1CCOCC1	-2	-1.1	1	-7
i	-0.7	-1	1	4	0	O=C(NCCN1CCOCC1)c1cc(-c2ccc(Cl)cc2Cl)on1	-3	-1.3	-9	7
i	2.0	-2	-4	-4	1	O=C(Nc1nnc([C@H]2C[C@H](O)[C@@H](CO)O2)s1)Nc1ccccc1F	0	-2.2	-19	nt
i	0.0	2	-2	-4	1	CC1CN(CC(O)COc2ccc(C#N)cc2)CCN1CC(O)COc1ccc(C#N)cc1 (centres undefined)	0	-3.0	15	-8
i	0.1	-2	3	8	1	COc1cc(OC)cc(-c2nn[nH]n2)c1	-1	-1.7	-1	-5
i	-0.1	-2	-1	-7	7	O=C(CSc1ncn[nH]1)Nc1nc2c(F)c(F)c(F)cc2s1	1	-4.4	18	nt
i	0.6	4	-5	-3	-3	CC1CC(=O)Nc2ccccc2N1C(=O)CN1C(=O)C(=O)N(C)C1=O (centres undefined)	2	-1.3	9	-1
i	0.5	3	0	9	3	CSc1ccc(S(=O)(=O)N2CCC(C(=O)N3CCc4ccccc4C3)CC2)cc1	-1	2.0	0	-15
i	-0.4	2	2	0	5	O=C(CCS(=O)(=O)c1ccc(F)cc1)Nc1nnc(-c2ccco2)o1	2	-2.5	9	-3
i	-1.0	-4	5	-6	1	C/C(Cc1ccccc1)=N\NC(=O)CNC(=O)/C=C\c1ccccc1	-3	0.2	6	0
i	-0.3	0	0	5	1	COc1ccc(-c2ccc(SCC(=O)NC3CCCCC3)nn2)cc1	2	0.2	17	4
i	-0.1	-1	2	3	0	NC(=O)Nc1ccc(C(=O)OCC(=O)Nc2cccc(S(=O)(=O)NC3=NCCC3)c2)cc1	6	-1.3	-4	-1
i	-0.4	0	5	6	2	CCOC(=O)N/N=C(/C)c1ccc(N2C(=O)C3CCCCC3C2=O)cc1 (centres undefined)	-3	-1.3	1	-8
i	-0.2	-7	4	-5	6	Cc1onc(-c2ccccc2Cl)c1C(=O)N1CCN(C(=O)c2ccco2)CC1	0	-0.3	-8	-1

# Single records, from the list above:
# `O=C(Nc1ccccc1C(F)(F)F)Nc1cccc2ccccc12` is listed with Neddyl block = i; TbMetRS inhib = -0.5; STEP inh = -1; DNMT1 inh = 14; NRP1-CendR mod = -4; SUMO1-SIM PPI = -2; NadD inh = -5; LMPTP block = -1.2; SKN-1 block = 6; Scp-1 inhibitor = -8
# `O=C(c1ccc(F)cc1)C(CN1CCOCC1)c1ccccc1` (centres undefined) is listed with Neddyl block = i; TbMetRS inhib = -0.5; STEP inh = 1; DNMT1 inh = 6; NRP1-CendR mod = 27*; SUMO1-SIM PPI = 3; NadD inh = -6; LMPTP block = -0.1; SKN-1 block = -7; Scp-1 inhibitor = 5
